TAAR1 agonist: human TAAR1 agonism | Q96RJ0 | CHO RD-HGA16 TAAR1, Fluo-8 calcium fluorescence; vehicle wells 0%, saturating PEA agonist 100% | activation, % at 3 µM | 360,000 tested, 0.99% active | AID 624467;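 active means activation above the mean activation of all test compounds in the run plus 3 SD, cut at about 38% in these data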
Target sequence (Q96RJ0 whole entry, looked up): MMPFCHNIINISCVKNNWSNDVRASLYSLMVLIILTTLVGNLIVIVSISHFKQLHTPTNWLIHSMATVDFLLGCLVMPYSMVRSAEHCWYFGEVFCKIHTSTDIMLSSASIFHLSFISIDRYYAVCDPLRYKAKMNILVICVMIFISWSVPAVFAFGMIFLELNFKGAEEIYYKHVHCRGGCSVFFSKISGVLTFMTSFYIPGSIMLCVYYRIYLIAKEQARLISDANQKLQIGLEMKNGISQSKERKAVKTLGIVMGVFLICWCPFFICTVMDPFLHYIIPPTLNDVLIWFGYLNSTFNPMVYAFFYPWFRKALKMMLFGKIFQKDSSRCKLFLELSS
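System: CHO RD-HGA16 cells carrying human TAAR1 plus Gα16; Incubation: 17-24 h seeding, 75 min 37 °C dye, 30 min RT; Measured by: Fluo-8 fluorescence, 5 s baseline then 140 s kinetic read; Control set: DMSO and PEA EC100; Replication: single well for each compound.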
CHO-K1 Ca antag: M1 antagonist counterscreen hit in parental CHO-K1 cells; AID 602250; inhibition, % at 3 µM; ATP-induced calcium, Fluo-8 fluorescence; 360,000 tested, 0.6% active;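 active means inhibition above a per-plate cutoff, the plate's mean sample inhibition plus 3 SD, cut at about 24% in these data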;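 further: 0% = DMSO plus EC80 ATP and 100% = DMSO alone without ATP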
M1 antag: antagonists of human M1 muscarinic receptor. CHO-K1 hM1, Fluo-8 calcium fluorescence, ACh EC80 antagonist. AID 588852. inhibition, % at 3 µM. P11229. 360,000 tested, 1.3% active;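 active means percent inhibition above its own plate's cutoff, namely the mean of that plate's compound wells plus 3 SD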;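 further: peak over basal fluorescence ratio during 140 s after agonist addition; 0% = ACh EC80 plus DMSO and 100% = DMSO alone without agonist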
Target sequence (P11229 whole entry, looked up): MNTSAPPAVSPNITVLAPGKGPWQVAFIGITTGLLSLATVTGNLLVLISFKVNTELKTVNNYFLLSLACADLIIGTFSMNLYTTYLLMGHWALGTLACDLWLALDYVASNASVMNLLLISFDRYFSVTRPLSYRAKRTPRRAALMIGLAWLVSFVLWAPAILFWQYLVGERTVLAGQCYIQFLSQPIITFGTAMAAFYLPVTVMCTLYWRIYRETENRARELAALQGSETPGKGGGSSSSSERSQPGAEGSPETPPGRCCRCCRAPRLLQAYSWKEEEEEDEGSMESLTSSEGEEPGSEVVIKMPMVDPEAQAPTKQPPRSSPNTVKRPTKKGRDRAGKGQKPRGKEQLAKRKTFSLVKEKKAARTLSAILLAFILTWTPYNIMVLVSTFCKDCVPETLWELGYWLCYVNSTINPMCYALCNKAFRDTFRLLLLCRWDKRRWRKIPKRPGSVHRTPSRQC
OXTR potentiate: potentiators of human oxytocin receptor; P30559; CHO-OTR cells, Fluo-8 calcium fluorescence, potentiator mode; 0% = oxytocin EC15, 100% = EC100; activation, % at 3 µM; 320,000 tested, 0.061% active;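 active means activation above that plate's cutoff, the mean activation of tested compounds plus 3 SD, cut at about 6.6% in these data, passing the limit was not always enough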;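 further: 100% uses oxytocin at 75 nM as the full agonist control; some results filed as inactive read as strong as hits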
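System: human OTR in CHO cells / Also added: sub-maximal oxytocin, roughly EC15 / Control set: EC15 oxytocin low, 75 nM oxytocin high / Schedule: 6 min compound pre-incubation at room temperature, 100 s kinetic read / Compound: single-point 3.0 µM / Replication: singlicate / Technique: Fluo-8 calcium dye fluorescence / Read-out basis: % activation of max/min ratio relative to oxytocin controls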
CHO parental Ca: counter-screen: ATP calcium response change in parental CHO cells | parental CHO-K1, ATP-induced calcium, Fluo-8 fluorescence | AID 463079 | inhibition, % at 5.6 µM | 330,000 tested, 0.63% active;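 active means inhibition above that plate's mean sample inhibition plus 3 SD, cut at about 26% in these data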;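 further: 0% = ATP-challenged DMSO wells and 100% = DMSO wells without ATP; some compounds past the cut are filed as inactive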
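Material: Parental CHO cells | Reagent: ATP | Compound dosing: Single nominal dose of 5.6 µM per compound | Detection: Intracellular calcium via Fluo-8 no-wash fluorescent dye | Read-out: % inhibition of ATP-induced calcium mobilization | Benchmarks: Low control ATP plus DMSO, high control DMSO only | Replicates: Singlicate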
M1 ag: agonists of human M1 muscarinic receptor; AID 588814; CHO-K1 hM1, Fluo-8 calcium fluorescence, agonist mode; 0% DMSO, 100% acetylcholine EC100; 360,000 tested, 0.33% active; activation, % at 3 µM;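 active means activation above the run's mean compound activation plus 3 SD, cut at about 16% in these data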;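 further: peak over basal fluorescence ratio within a 140 s kinetic read after compound addition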
CHO-K1 Ca PAM: M1 PAM counterscreen hit in parental CHO-K1 cells. ATP EC20, Fluo-8 calcium fluorescence; 0% at ATP EC20, 100% at ATP max. activation, % at 3 µM. 360,000 tested, 0.02% active. AID 602247;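 active means activation above the run cutoff, the mean activation of all test compounds plus 3 SD, cut at about 40% in these data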;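 further: peak over basal fluorescence ratio in a 140 s read after ATP addition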
TAAR1 antagonist: antagonists of human TAAR1; Q96RJ0; CHO RD-HGA16 TAAR1, Fluo-8 calcium fluorescence, antagonist; inhibition, % at 3 µM; 360,000 tested, 1.5% active;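 active means inhibition above a per-plate cutoff, the mean inhibition of test compounds on that plate plus 3 SD, cut at about 49% in these data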;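 further: 0% = DMSO plus EC80 beta-PEA response and 100% = DMSO alone without agonist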
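Material: CHO RD-HGA16 cells bearing hTAAR1; compound dosing: one-point dosing, 3 µM nominal final; schedule: dye loading 75 min at 37 °C, then 30 min room temperature; measured by: calcium fluorescence with Fluo-8; control set: vehicle and agonist controls; replication: n of 1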
CHO-K1 Ca ag: counter-screen for M1 agonists: effect in parental CHO-K1 cells; Fluo-8 calcium fluorescence; scaled to maximal ATP response, vehicle zero; activation, % at 3 µM; 360,000 tested, 0.48% active; AID 602248; in the data active means activation above about 15%;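 further: untransfected CHO-K1 host cells lacking M1 receptor as counterscreen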
* hit, by the source's call; x = not tested or not shown.

SMILES | TAAR1 agonist | CHO-K1 Ca antag | M1 antag | OXTR potentiate | CHO parental Ca | M1 ag | CHO-K1 Ca PAM | TAAR1 antagonist | CHO-K1 Ca ag
N#Cc1nc(COc2cccc(Cl)c2)oc1NCc1ccncc1 | 11 | 4 | -29 | -11 | -21 | -2 | 4 | -6 | 1.4
Cc1ccc(S(=O)(=O)N2CCN=C2SC(C)c2ccccc2)cc1 (stereo not given) | 3 | -25 | 9 | -14 | -13 | -5 | 9 | 8 | -1.0
COc1cccc(NC(=S)NNC(=O)c2ccccc2OC(F)F)c1 | 2 | -3 | -6 | 7 | -9 | -3 | 4 | 2 | 0.6
O=C1CC(C(=O)Nc2ccc(Cl)cc2)S/C(=N\N=C\c2ccco2)N1 (stereo not given) | 3 | -13 | -4 | -1 | -1 | -2 | 14 | 1 | 0.4
CCO[C@H]1OC(C(=O)N2CCN(Cc3ccccc3)CC2)=C[C@@H](c2ccc(C(F)(F)F)cc2)[C@@H]1CCCO | 1 | 6 | 3 | 1 | -22 | -2 | -18 | 12 | -0.4
O=C(c1ccc(S(=O)(=O)Nc2ccccc2F)cc1)N1CCCC1 | 4 | -9 | -6 | x | x | -6 | 11 | -29 | 1.0
COc1ccc(C(C(=O)NC2CCCC2)N(C(=O)c2snc(-c3ccc(F)cc3)c2N)c2cccc(F)c2)cc1 (stereo not given) | 1 | -9 | -3 | -4 | -5 | -4 | 25 | 1 | 0.6
COc1ccc(C(CCN(Cc2ccc(OC)c(OC)c2)C(C)=O)c2ccccc2)cc1 (stereo not given) | 3 | -15 | 5 | -14 | -24 | -7 | 23 | 18 | 4.7
CCc1nnc(NC(=O)c2cc3ccccc3oc2=O)s1 | 4 | -4 | -10 | -10 | -5 | 2 | 7 | -10 | 3.0
Cc1ccc(C(=O)c2coc3c2C(=O)C(=O)c2ccccc2-3)cc1 | 13 | 2 | 19 | -7 | -25 | 1 | -9 | 22 | 3.0
CCN(CC)C(=O)c1[nH]cnc1C(=O)N[C@@H](Cc1ccccc1)C(=O)OCc1ccccc1 | 11 | -16 | -6 | -6 | -17 | -4 | 25 | 21 | 0.2
COc1cccc(CNc2cc(CSc3ccc(Cl)cc3)nc(C)n2)c1 | x | -8 | -3 | -14 | -21 | -4 | 24 | x | 1.7
COc1ccc(C(=O)CC(C(=O)O)c2ccc3c(c2)OCO3)cc1OC (stereo not given) | 0 | 0 | -4 | x | x | 0 | -2 | -6 | 0.3
Cc1cccc(C)c1NC(=O)CNC(=O)c1ccc2nc[nH]c2c1 | 3 | 3 | -2 | 1 | -6 | 0 | -12 | -49 | 0.3
O=C(Nc1ccccc1)c1cccc2c(-c3cccnc3)coc12 | 5 | 7 | -1 | x | x | -3 | -8 | 43 | 3.0
Cc1ccc(S(=O)(=O)N2CCCC2C(=O)NCc2ccccc2Cl)cc1 (stereo not given) | -1 | -1 | 7 | -3 | -18 | -4 | 8 | -4 | 0.7
O=C1NCC(O)=C1C=Nc1ccccc1O | 0 | -7 | -12 | -2 | 1 | -1 | 18 | -7 | 0.9
CC(C)CC(=O)Nc1ccnn1C1CCN(C(=O)c2ccc(F)cc2Cl)CC1 | 5 | -1 | -8 | 0 | -6 | -1 | 8 | -11 | 0.8
Cc1ccc(-c2cn(CCC(=O)O)c(-c3ccc(Cl)nc3)n2)cc1 | 4 | 3 | 1 | -4 | -13 | -2 | 7 | -4 | 0.1
CCC(C)[C@H](NC(=O)NCc1ccco1)C(=O)O (stereo not given in full) | 1 | -4 | -1 | -10 | 2 | -3 | 9 | -7 | 3.6
Cc1cccc(NC(=O)CSc2nc3ccc(NC(=O)CSc4nnnn4-c4ccccc4)cc3s2)c1C | 8 | x | x | -13 | -19 | x | x | 13 | x
S=C(NCC1CCCO1)Nc1ccc(Cl)cc1 (stereo not given) | 2 | 14 | 0 | -1 | -11 | -5 | -12 | -17 | 0.4
CC(NCCN(C)C)C(=O)C12CC3CC(CC(C3)C1)C2 (stereo not given) | 0 | 2 | -14 | -13 | 3 | -6 | -3 | -8 | 0.2
Cc1ccc(NC(=O)/C(C#N)=C/c2ccsc2)c(C)c1 | -2 | -2 | 1 | -6 | -7 | -6 | 23 | -3 | 6.4
O=C(/C=C/c1ccco1)OCc1nnc(-c2ccccc2)o1 | 6 | 11 | 21 | -1 | -1 | -4 | -21 | 22 | 1.2
CCOc1c(Cl)cc(C(=O)Nc2cccc(C(=O)O)c2)cc1Cl | 0 | -22 | -1 | 2 | -11 | -1 | 17 | 13 | 1.2
O=S(=O)(c1ccc(Cl)cc1)N1CCC2(CC1)OCCO2 | 3 | -7 | -5 | -4 | 7 | -4 | -1 | -17 | 0.8
COc1cc(NS(=O)(=O)c2ccc(NC(=O)/C=C/c3cccc([N+](=O)[O-])c3)cc2)ncn1 | 6 | 2 | 16 | 3 | -23 | -5 | 15 | 5 | -0.1
COc1cc(-c2nc3c(c(C)nn3-c3ccccc3)c3cc(OC)c(OC)cc23)ccc1O | 0 | -6 | -10 | -8 | -19 | -1 | 21 | 3 | 1.3
Cc1ccccc1NC(=O)c1ccccc1NS(=O)(=O)c1cccc2cccnc12 | 2 | 8 | -3 | -2 | -17 | -4 | -2 | 14 | 2.1
CC(=O)Cn1ncc(N2CCOCC2)cc1=O | 1 | -11 | 2 | -8 | 0 | -2 | 23 | 5 | 2.2
Cc1ccc2nc3c(cc2c1)c(NC(=O)c1cccnc1)nn3C | 7 | -11 | 7 | -3 | -8 | -1 | 12 | 1 | 0.5
CCn1c(=O)n(CC)c2cc(N3CCCC3)c(NC(=O)c3ccccc3F)cc21 | 3 | -5 | 3 | -6 | -39 | -7 | 0 | -30 | -0.5
CC1(C)CC(=O)c2c(O)cc(OCc3ccc([N+](=O)[O-])cc3)cc2O1 | 8 | -24 | -10 | -6 | -2 | -2 | 5 | 8 | 0.2
Cc1ccc(OCc2cc(C(=O)N(C)C3CCCc4ccccc43)no2)cc1C (stereo not given) | 0 | -4 | -3 | x | x | -2 | -1 | 37 | -0.3
S=C(NCCC1=CCCCC1)Nc1ccc(Cl)cc1 | 5 | 0 | 0 | -16 | 13 | -8 | 18 | 38 | 3.6
COc1ccc(/C=C/C(=O)Nc2cccnc2)cc1OC | 2 | 8 | -1 | -2 | -11 | -1 | -8 | 8 | 0.6
Cn1nnnc1SCC(=O)Nc1ccccc1C(=O)NC1CC1 | 8 | -17 | -9 | -10 | -12 | -4 | 11 | -1 | 0.3
COc1ccc(C2=NN(C(=O)CSc3ncccn3)C(c3ccc(C)cc3)C2)cc1 (stereo not given) | 2 | -10 | -12 | -7 | -11 | -6 | 8 | 28 | 0.5
CCCNc1nc(C)c(C(C)=O)cc1C#N | 12 | -2 | -17 | -2 | 0 | -4 | 10 | -7 | -0.2
O=C(COC(=O)c1nc(Cl)ccc1Cl)NC1CCCCC1 | 12 | 2 | 12 | -5 | -13 | -5 | -4 | -13 | 0.1
Cc1ccccc1OCC(=O)NCCS(=O)(=O)N1CCN(c2ccc(F)cc2)CC1 | 3 | -6 | -8 | -11 | -22 | 0 | 4 | 6 | 2.6
CCCNC(=O)C(Cc1ccccc1C)NC(=O)c1ccc(C(F)(F)F)cc1 (stereo not given) | 12 | -13 | -3 | 3 | -2 | 0 | 16 | 0 | 0.8
COc1ccc2[nH]c3c(c2c1)CCN1C(=O)C(CC(=O)NC/C=C(\C)CCC=C(C)C)C[C@H](C(=O)N(C(C)C)C(C)C)[C@@]31C (stereo not given in full) | 0 | -1 | -11 | x | -26 | -6 | 17 | -20 | 0.9
O=C(Nc1ccc(CN2CCOCC2)cc1)c1cccc(-c2cc3ccccc3oc2=O)c1 | 15 | -7 | 16 | -6 | -15 | 1 | 7 | 64* | 5.6
CCOC(=O)c1c(C)[nH]c(C(C)=NNC(=O)Cn2nc(C)cc2C)c1C | 1 | -4 | 7 | -5 | -7 | -3 | 3 | 14 | -0.1
Cc1ccnc(NC(=O)COc2ccccc2[N+](=O)[O-])c1 | 3 | -9 | 11 | x | x | -10 | 26 | -10 | 1.1
CC(C)CCN1C(=O)c2ccc(C(=O)OCC(=O)N(C)C3CCS(=O)(=O)C3)cc2C1=O (stereo not given) | 3 | -5 | 17 | -13 | -13 | -5 | -8 | -27 | 11

Entries listed so far containing fluorine, in the order listed:
SMILES | TAAR1 agonist | CHO-K1 Ca antag | M1 antag | OXTR potentiate | CHO parental Ca | M1 ag | CHO-K1 Ca PAM | TAAR1 antagonist | CHO-K1 Ca ag
COc1cccc(NC(=S)NNC(=O)c2ccccc2OC(F)F)c1 | 2 | -3 | -6 | 7 | -9 | -3 | 4 | 2 | 0.6
CCO[C@H]1OC(C(=O)N2CCN(Cc3ccccc3)CC2)=C[C@@H](c2ccc(C(F)(F)F)cc2)[C@@H]1CCCO | 1 | 6 | 3 | 1 | -22 | -2 | -18 | 12 | -0.4
O=C(c1ccc(S(=O)(=O)Nc2ccccc2F)cc1)N1CCCC1 | 4 | -9 | -6 | x | x | -6 | 11 | -29 | 1.0
COc1ccc(C(C(=O)NC2CCCC2)N(C(=O)c2snc(-c3ccc(F)cc3)c2N)c2cccc(F)c2)cc1 (stereo not given) | 1 | -9 | -3 | -4 | -5 | -4 | 25 | 1 | 0.6
CC(C)CC(=O)Nc1ccnn1C1CCN(C(=O)c2ccc(F)cc2Cl)CC1 | 5 | -1 | -8 | 0 | -6 | -1 | 8 | -11 | 0.8
CCn1c(=O)n(CC)c2cc(N3CCCC3)c(NC(=O)c3ccccc3F)cc21 | 3 | -5 | 3 | -6 | -39 | -7 | 0 | -30 | -0.5
Cc1ccccc1OCC(=O)NCCS(=O)(=O)N1CCN(c2ccc(F)cc2)CC1 | 3 | -6 | -8 | -11 | -22 | 0 | 4 | 6 | 2.6
CCCNC(=O)C(Cc1ccccc1C)NC(=O)c1ccc(C(F)(F)F)cc1 (stereo not given) | 12 | -13 | -3 | 3 | -2 | 0 | 16 | 0 | 0.8
